Bioassay records from PubChem.
TRPM1 prom inh: inhibitors of MITF-driven TRPM1 promoter in melanoma cells; SK-MEL-5 TRPM1 promoter luciferase, 24 h; inhibition, % at 12.5 µM; 330,000 compounds, 0.83% hits; AID 488899;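 active = mean inhibition across replicates of 60% or more, whatever share of single replicates reaches that level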; note: values of inactives mirror those of a sister screen read the other way
NR2E3 ag-1: agonists of human NR2E3 nuclear receptor. Q9Y5X4. CHO-S Gal4-NCOR/VP16-NR2E3 two-hybrid, luciferase. inhibition of corepressor binding, % at 3.98 µM. 360,000 compounds, 0.35% hits. AID 602229;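 active = inhibition above the mean of all tested compounds plus 3 SD, cut at about 70% in these data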;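 note: 0% = DMSO with NR2E3 transfected cells and 100% = cells lacking NR2E3 construct; higher means lower luciferase signal from less NR2E3 corepressor binding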
Target sequence (Q9Y5X4 whole entry, looked up, the tested form may be a part): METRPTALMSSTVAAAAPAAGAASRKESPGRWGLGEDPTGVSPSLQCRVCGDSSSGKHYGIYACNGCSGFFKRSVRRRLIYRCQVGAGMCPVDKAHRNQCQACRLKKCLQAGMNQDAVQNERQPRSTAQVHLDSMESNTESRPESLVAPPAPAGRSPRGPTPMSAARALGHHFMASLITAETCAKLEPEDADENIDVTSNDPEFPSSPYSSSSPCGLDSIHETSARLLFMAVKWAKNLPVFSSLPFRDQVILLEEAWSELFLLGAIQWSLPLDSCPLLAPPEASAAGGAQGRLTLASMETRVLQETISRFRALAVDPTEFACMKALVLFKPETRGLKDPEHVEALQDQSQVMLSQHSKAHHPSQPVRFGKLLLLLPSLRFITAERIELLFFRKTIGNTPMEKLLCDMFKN
NR2E3 ag-2: NR2E3 (human) agonism. inhibition of corepressor binding, % at 4.78 µM. 320,000 compounds, 0.12% hits. GST-NR2E3/biotin-RetCOR TR-FRET, 1536-well. AID 2300;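 active = percent inhibition above the cutoff of mean plus 3 SD of all tested compounds, set per screening campaign, cut at about 20% in these data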;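 note: 0% = DMSO wells and 100% = biotin wells as full block of FRET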
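Material: NR2E3–RetCOR corepressor complex / Amount: 1.35 nM GST-NR2E3 / Medium: Tris pH 7.5 / Compound: single nominal compound dose of 4.8 µM / Incubation: 5 h at 4 °C / Technique: TR-FRET, Eu(K)-anti-GST donor, streptavidin-D2 acceptor, ex 340, em 617/671 nm / Read-out basis: percent loss of FRET ratio relative to control wells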
iPSC survival up: hiPSC single-cell survival enhancement | ATPlite luminescence; 100% = ROCK inhibitor wells, 0% = DMSO | survival enhancement, % at 20 µM | 360,000 compounds, 0.044% hits; in the data active = survival enhancement above about 18%;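 note: cells exposed to compounds for 16 hours before the ATP read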
KKLEB tox: counter-screen for CF NF-kB inhibitors: cytotoxicity; KKLEB CF airway cells viability, ATPlite luminescence, overnight; stronger effect = lower value; cells stimulated with P. aeruginosa culture filtrate; activity change (cytotoxicity), % at 5 µM; 360,000 compounds, 0.36% hits;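 active = corrected activity change at or below -50% at 5 µM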
aDG glyco act: increases alpha dystroglycan glycosylation; Pro5-aDG cells, alpha-DG glycosylation AlphaScreen (IIH6); 0% Pro5, 100% B10-LARGE cell signal; activation, % at 10 µM; 360,000 compounds, 0.22% hits; AID 624168;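 active = activation of at least 8% versus controls, or a plate z-score of at least 8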;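 note: Pro5 are CHO cells carrying HIG-tagged alpha-DG that lacks glycosylation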
HIF-2a inh: inhibitors of HIF-2a. inhibition, % at 18.8 µM. 786-0 RCC cells HIF-2a reporter, luciferase luminescence, overnight. 360,000 compounds, 0.72% hits. AID 624352;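 active = inhibition of the luminescence signal of 40% or more relative to plate controls, in a single-dose primary screen at 18.75 µM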
CF NFkB block: inhibitors of cystic fibrosis induced NF-kB. KKLEB NF-kB-GFP reporter, PAF-induced, GFP fluorescence overnight. inhibition, % at 5 µM. 360,000 compounds, 0.86% hits. AID 588850;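 active = at least 50% inhibition at 5 µM, scaled per plate between neutral and stimulator controls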;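 note: PAF is a Pseudomonas aeruginosa culture filtrate used as stimulus; plate controls were PAF-stimulated DMSO wells for no effect and unstimulated DMSO wells for full effect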
TWEAK-Fn14 inh: blocks TWEAK-Fn14 interaction in a reporter cell assay; TWEAK-stimulated Fn14 reporter cells, luciferase luminescence, 8 h; inhibition, % at 10 µM; 360,000 compounds, 2% hits; AID 1159606; in the data active = inhibition above about 50%
Shn3 3UTR inh: reduces Shn3 3'UTR luciferase signal in osteoblasts; Clone20 osteoblast Shn3 3'UTR firefly luciferase, 24 h; inhibition, % at 12.5 µM; 360,000 compounds, 0.52% hits; AID 588674;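 active = mean inhibition of at least 75% with every replicate also reaching 75%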;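 note: 0% = median of neutral control wells and 100% = pilot-screen positive control compound; some compounds past the cut are filed as inactive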
Peg3 prom inh: reduces Peg3 promoter-driven luciferase expression in HeLa. HeLa PEG-Prom luciferase reporter, luminescence, overnight. inhibition, % at 20 µM. 360,000 compounds, 1.7% hits. AID 588405;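 active = inhibition of at least 50% at 20 µM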
Starred values were filed as active, the others as inactive; . = no result given; & = joins results of further samples.

SMILES	TRPM1 prom inh	NR2E3 ag-1	NR2E3 ag-2	iPSC survival up	KKLEB tox	aDG glyco act	HIF-2a inh	CF NFkB block	TWEAK-Fn14 inh	Shn3 3UTR inh	Peg3 prom inh
CCOc1ccc(NC(=O)NCc2cccnc2)cc1	5	-20	1	1.4	-6	0.8	13	13	-1	-16	19
CC1CCN(c2ccc3nnc(CCC(=O)Nc4ccc(F)c(F)c4)n3n2)CC1	9	-10	-3	-0.2	-4	0.5	4	8	-11	-8	17
COc1ccc(N(CC(=O)NC2CCCC2)C(=O)c2csnn2)cc1	2	-2	1	-0.5	0	0.3	-17	-4	-5	4	-17
Cc1ccc(NC(=S)NCc2ccc3[nH]c4c(c3c2)CCCC4)cc1	.	27	3	-3.1	-42	0.2	-71	13	-67	1	13
O=C1/C(=C/c2cccnc2)SC(=S)N1CC1CCCO1 (stereo not drawn)	0	8	-1	-1.5	1	0.5	5	4	9	-44	-5
CN1CCCN(C(=O)c2cc(-c3ccc(Cl)c(Cl)c3Cl)nc3ccccc23)CC1	3	6	2	2.3	6	-0.2	14	7	-4	2	28
COC(=O)c1ccc(NC(=O)c2cc(Cl)ccc2OC)cc1	-3	2	2	0.2	6	0.0	-3	6	-7	-9	21
O=C(c1cccs1)N1CCN(c2nc3ccccc3s2)CC1	-56	-47	-1	-0.2	6	0.0	-155	6	-23	-20	-114
COc1ccccc1OCCn1c(C(C)O)nc2ccccc21 (stereo not drawn)	8	-3	-2	5.6	-6	0.3	8	0	-8	12	16
CCc1cccc(NC(=O)CCNC(=O)Cn2ccc3ccccc3c2=O)c1	10	13	2	-0.5	1	0.0	9	6	-19	-3	16
CC(C)(C)NC(=O)CC1C[C@H](C(=O)N2CCOCC2)[C@@]2(CCC3CCCC3)c3[nH]c4ccccc4c3CCN2C1=O (stereo partly drawn)	-9	-10	.	1.0	-1	0.0	11	2	25	-4	11
Clc1ccc(CSc2nnc(-c3ccncc3)o2)cc1	-21	-50	1	4.9	-5	0.2	-42	70*	43	2	-14
COc1ccc(OC)c(N(CC(=O)NC2CCCCCC2)S(=O)(=O)c2ccc(C)cc2)c1	4	-25	0	0.4	-5	0.1	18	19	1	2	23
CC(=O)N1CCc2cc(S(=O)(=O)CCC(=O)N3CCN(c4cc(C)ccc4C)CC3)ccc21	7	2	2	-0.4	5	0.1	3	-3	20	30	9
CCc1cc(=O)oc2c(C)c(OC(C)C(=O)NCC3CCC(C(=O)O)CC3)ccc12 (stereo not drawn)	7	-26	0	0.0	0	0.1	1	3	6	1	12
CCn1nnc(NC(=O)c2cc3ccccc3o2)n1	-61	-13	-2	-2.9	-12	0.0	-183	15	-40	-25	-157
O=S(=O)(Cc1ccccc1)NCCc1cccc(Cl)c1	0	-32	.	0.6	-1	-0.1	5	16	0	11	5
O=C(O)c1ccc(C=NN2CCCCCC2)cc1	-26	-34	.	0.5	9	-0.1	-107	-24	19	-21	-134
COc1cc(C2NC(=O)NC(C)=C2C(=O)OC(C)(C)C)ccc1OCC(=O)O (stereo not drawn)	11	-19	6	-2.4	-13	0.0	15	7	5	0	6
COC(=O)c1ccc(OC(=O)c2ccco2)cc1	-27	-14	-4	5.2	1	0.0	3	-9	-17	16	-6
N#CC1C(=O)NC(N2CCN(c3ccccc3)CC2)=NC12CCCCC2 (stereo not drawn)	10	-10	1	-1.5	10	-0.1	11	-9	-6	1	-11
COc1ccc(-c2nnc(SCC(=O)Nc3cccc(Cl)c3)o2)cc1	-35	-35	2	-0.5	0	0.3	-184	1	-33	-42	-282
Cc1ccc(N(CC(=O)NC2CCCC2)C(=O)c2nsc(Cl)c2Cl)cc1	-3	-17	1	-0.1	0	0.1	18	-7	2	-96	22
O=C(O)c1cccnc1SC1CC(=O)N(c2ccccc2)C1=O (stereo not drawn)	-3	-1	-1	-0.3	5	0.2	16	2	8	3	12

One compound at a time (already shown). Screens in order: TRPM1 prom inh | NR2E3 ag-1 | NR2E3 ag-2 | iPSC survival up | KKLEB tox | aDG glyco act | HIF-2a inh | CF NFkB block | TWEAK-Fn14 inh | Shn3 3UTR inh | Peg3 prom inh
Record of CC(=O)N1CCc2cc(S(=O)(=O)CCC(=O)N3CCN(c4cc(C)ccc4C)CC3)ccc21 = 7 | 2 | 2 | -0.4 | 5 | 0.1 | 3 | -3 | 20 | 30 | 9
Record of O=C(O)c1ccc(C=NN2CCCCCC2)cc1 = -26 | -34 | . | 0.5 | 9 | -0.1 | -107 | -24 | 19 | -21 | -134
Record of Cc1ccc(N(CC(=O)NC2CCCC2)C(=O)c2nsc(Cl)c2Cl)cc1 = -3 | -17 | 1 | -0.1 | 0 | 0.1 | 18 | -7 | 2 | -96 | 22
Record of O=C(O)c1cccnc1SC1CC(=O)N(c2ccccc2)C1=O (stereo not drawn) = -3 | -1 | -1 | -0.3 | 5 | 0.2 | 16 | 2 | 8 | 3 | 12

(list continues)
SMILES	TRPM1 prom inh	NR2E3 ag-1	NR2E3 ag-2	iPSC survival up	KKLEB tox	aDG glyco act	HIF-2a inh	CF NFkB block	TWEAK-Fn14 inh	Shn3 3UTR inh	Peg3 prom inh
Cc1c(C=N)c(O)n(C)c(=O)c1C#N	-13	-4	2	0.5	7	0.0	1	-5	0	8	-3
O=C(CCN1C(=O)c2ccccc2C1=O)NCc1cccc(Cl)c1	-8	-3	-2	1.0	-3	-0.3	6	-2	26	-2	-11
CC1=C(C(=O)O)N2C(=O)C(NC(=O)c3ccn(C)n3)C2SC1 (stereo not drawn)	3	-7	-1	0.4	2	0.1	6	-3	1	-5	15
CCOc1ccccc1-n1c(SCC(=O)NC(C)CC)nnc1-c1ccoc1C (stereo not drawn)	1	3	-2	-0.7	1	0.6	7	8	-4	-18	4
COC(=O)[C@@]12CCCCN1[C@H](c1ccc(-c3ccc(OC)cc3)c(OC)c1)[C@@H]1C(=O)N(C)C(=O)[C@@H]12	10	11	-1	-2.1	3	0.3	0	4	13	16	-6
COC(=O)CCN(c1ccccc1)S(=O)(=O)c1cc(-c2cc(C)no2)ccc1C	1	-8	-2	2.2	-3	0.1	16	2	-11	9	19
CCCCN(C(=O)c1cnc(C)cn1)c1c(N)n(CCC)c(=O)[nH]c1=O	-2	-14	3	0.4	-1	-0.1	12	4	-11	-2	-3
CCCS(=O)(=O)c1nc(S(=O)(=O)c2ccc(C)cc2)c(NCCCN2CCOCC2)s1	0	-15	5	1.6	1	-0.2	7	16	-3	0	28
O=C(NCCCN1CCOCC1)/C(=C/c1cccs1)NC(=O)c1ccccc1	15	-37	0	-0.6	-1	-0.1	16	-1	2	-29	-14
COC(=O)c1sccc1NC(=O)CSc1nnnn1-c1ccccc1C	-15	-10	0	-1.5	3	0.0	4	12	-9	10	-10
CCc1nnc(NC(=O)CCC(=O)N2CCN(c3cc(Cl)ccc3C)CC2)s1	-9	4	-1	-0.3	-8	0.0	12	18	12	4	-6
CCCC[C@H](CC(=O)c1ccccc1)[C@@H](OC(C)=O)C(=O)Oc1c(C(C)C)cccc1C(C)C	-7	-24	0	3.3	-14	0.0	19	25	-11	20	12
O=C(N/N=C/c1cccs1)c1cc(-c2ccncc2)nc2ccccc12	33	-8	2	-0.2	-19	-0.1	36	36	34	0	4
O=C(CN1CC[n+]2c(-c3cccs3)csc21)c1ccc(Br)cc1	4	-14	1	-1.1	1	0.1	-8	-36	13	6&-7	-17
COc1cccc(NC(=O)Cn2nnc(-c3ccccc3N)n2)c1	3	7	-2	-1.1	2	0.0	14	6	-22	-12	-2
CN1CCN(S(=O)(=O)c2ccc(NC(=O)C(C)(C)C)cc2)CC1	-15	-8	-3	-0.3	9	-0.2	8	3	-8	-1	4
Cc1nc(NC(=S)NC(=O)COc2ccccc2Cl)ccc1Br	-8	-9	2	-0.6	15	-0.2	-3	-20	-41	7	41
COc1cc([C@@H]2CC=C(C(=O)O)[C@H](c3ccc(F)cc3)N2S(=O)(=O)c2ccc(C)cc2)cc(OC)c1OC	-1	-5	1	0.7	-6	0.2	8	-4	32	5	-8
CCN1CCN(C2=CC3=CC(=C(C#N)C#N)CCC3CC2)CC1 (stereo not drawn)	-2	-15	.	0.2	-1	-0.9	-1	-83	-1	-14	11
Cc1sc(N/N=C/c2cccnc2)nc1-c1ccc(Cl)cc1	-10	-30	-2	-0.5	-12	0.1	-79	14	5	-19	-43
O=C(Nc1ccc(NC(=O)C2CC2)cn1)c1ccccc1Cl	-35	-21	3	0.7	8	0.7	-148	-12	-41	-28	-106
O=C(Cn1cnc2ccc(Cl)cc2c1=O)NC1CCS(=O)(=O)C1 (stereo not drawn)	-1	-20	.	-0.5	23	0.0	3	-25	-6	-8	8
O=C(COc1cccnc1[N+](=O)[O-])Nc1ncc(Cl)cc1Cl	-5	1	5	0.3	-6	0.2	-105	13	-19	-44	-92
CCOC(=O)CSC1=Nc2ccccc2C2=NC(CC(=O)NCc3ccccc3)C(=O)N12 (stereo not drawn)	9	-15	0	-1.5	-7	-0.2	-3	9	0	-10	-8
CCOC(=O)C1=C(CN2CCN(CCC#N)CC2)NC(=O)NC1c1ccc2c(c1)OCO2 (stereo not drawn)	-8	6	2	-0.2	2	-0.1	16	-13	19	8	-3
O=C(NNC(=S)NC1CCCCC1)c1ccc2c(c1)OCO2	-17	-52	3	-0.2	2	-0.1	-144	8	-5	-5	-258
COCCNC(=O)[C@H](CSCc1ccccc1)N1Cc2ccccc2C1=O	-1	-8	2	0.4	-3	0.2	48*	3	4	21	11
COc1cc(CN2CCNC(=O)C2CC(=O)NCCCC2CCCC2)cc(OC)c1 (stereo not drawn)	3	4	-2	0.5	9	-0.1	-28	-24	-10	0	-11
O=C(NCc1ccccc1)c1ccc(OC2CSC2)cc1	-17	-32	1	-0.9	-1	0.0	-78	5	-5	-13	-58
COc1ccc(-c2nc(CS(=O)CC(=O)N3CCCC3)c(C)o2)cc1 (stereo not drawn)	-2	-5	4	2.0	7	-0.1	12	-9	5	12	-15
CCc1cc2c(=O)c(-c3ccc4c(c3)OCCO4)coc2cc1OC(=O)c1ccco1	-29	-97	-3	-2.4	-8	-0.1	-167	5	34	-39	-297
COc1ccc([C@H]2C[C@@H](O)[C@H](n3cc(COC(=O)c4ccccc4)nn3)CN2Cc2cccs2)cc1	.	-10	.	4.3	17	0.2	6	-16	4	5	-2
O=C(Cn1cnc2ccccc21)N/N=C/c1cccs1	-13	-21	6	2.8	-2	0.0	6	0	12	-12	5
CCn1cc(CN2CCCC(C(=O)Nc3cccc(-n4cccn4)c3)C2)c(C)n1 (stereo not drawn)	9	6	3	0.3	0	-0.2	19	9	-11	1	3
Cc1nc2nc(-c3ccccc3)nn2c(C)c1Cl	-22	-39	2	-0.4	-10	-0.2	-174	12	-11	-28	-251
CC(=O)OCC1=C(C(=O)O)N2C(=O)[C@@H](NC(=O)CSc3ccncc3)[C@H]2SC1	9	0	.	0.4	8	-0.1	6	-11	11	-14	-10
CC(C)(C)n1nc(C2CC2)cc1NC(=O)Nc1ccc(Cl)cc1	-2	15	7	0.1	6	0.0	11	-2	3	-2	10
